VLA-4 inh: inhibition in a human VLA-4 binding assay; inhibition, % (about 7 µM as worked out from the volumes in the protocol); P13612; VLA-4 expressing cells, ligand binding flow cytometry; hit rate 0.2% among 330,000; in the data active means inhibition above about 50%
core dimer inh: HCV core protein dimerization inhibition; inhibition, % at 5 µM; TR-FRET GST/Flag-core106 dimerization, 1536-well; AID 1899; hit rate 0.33% among 300,000;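 active means inhibition above the mean of all tested compounds plus 3 SD, set per screening campaign, cut at about 45% in these data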
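System – GST-tagged and Flag-tagged HCV core protein residues 1-106 · Repeats – one well for each compound · Technique – TR-FRET 671 and 617 nm emission · Doses – one concentration, 5 µM, in 0.5% DMSO · Times – 4 h, 22.5 °C incubation · Also added – Eu donor and XL665 acceptor anti-tag antibodies · Measure – percent inhibition of core106 dimerization signal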
JMJD2C inh: blocks human GASC-1 demethylase activity; Q9H3R0; GST-JMJD2C(1-420) H3K9me3 demethylation, DELFIA europium; hit rate 0.069% among 330,000; inhibition, % at 2.35 µM;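 active means more than half of a compound's replicate wells show inhibition beyond 50%, single wells judged on their own value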;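 further: signal counts dimethyl H3K9 product captured on neutravidin plate; 0% = median of DMSO wells and 100% = 0.3 times that DMSO median; strong numbers were not always called active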
Target sequence (Q9H3R0 1-420 limits assumed): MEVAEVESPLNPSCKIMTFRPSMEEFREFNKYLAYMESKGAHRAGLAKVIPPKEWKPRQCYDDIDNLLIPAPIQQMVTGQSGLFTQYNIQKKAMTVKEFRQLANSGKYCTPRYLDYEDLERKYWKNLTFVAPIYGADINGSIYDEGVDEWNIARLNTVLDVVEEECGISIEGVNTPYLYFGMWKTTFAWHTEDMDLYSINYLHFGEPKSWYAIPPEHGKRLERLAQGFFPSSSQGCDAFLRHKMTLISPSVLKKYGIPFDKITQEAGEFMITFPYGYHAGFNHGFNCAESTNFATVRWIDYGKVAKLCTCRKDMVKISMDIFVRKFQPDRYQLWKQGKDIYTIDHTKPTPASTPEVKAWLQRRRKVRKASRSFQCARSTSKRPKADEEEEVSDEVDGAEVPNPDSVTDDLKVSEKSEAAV
PP5 primary: PP5 (human) phosphatase inhibition; hit rate 0.18% among 320,000; purified PP5c, OMFP substrate fluorescence; inhibition, % at 6.7 µM; AID 1987;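 active means inhibition above the campaign's mean inhibition across all tested compounds plus 3 SD, cut at about 9.5% in these data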;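 further: 0% = DMSO only and 100% = 100 µM cantharidin control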
Target sequence (P53041 whole entry, looked up): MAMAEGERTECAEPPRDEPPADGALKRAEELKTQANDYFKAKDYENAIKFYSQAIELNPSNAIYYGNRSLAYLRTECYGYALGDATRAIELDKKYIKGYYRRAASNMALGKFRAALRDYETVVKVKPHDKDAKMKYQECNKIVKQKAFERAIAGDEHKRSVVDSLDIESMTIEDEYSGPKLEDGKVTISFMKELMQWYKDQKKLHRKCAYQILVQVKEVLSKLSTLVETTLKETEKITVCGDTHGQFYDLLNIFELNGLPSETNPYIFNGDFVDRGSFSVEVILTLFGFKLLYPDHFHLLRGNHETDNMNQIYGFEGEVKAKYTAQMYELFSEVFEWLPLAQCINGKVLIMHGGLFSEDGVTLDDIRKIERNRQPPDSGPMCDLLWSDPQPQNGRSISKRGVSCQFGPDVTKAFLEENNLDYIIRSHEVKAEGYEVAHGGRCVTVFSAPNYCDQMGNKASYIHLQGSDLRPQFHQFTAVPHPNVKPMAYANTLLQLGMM
GRK2 aptamer HTS: inhibitors of human GRK2 displacing RNA aptamer; AID 488847; P25098; bead flow cytometry, FAM-aptamer displacement from GRK2; hit rate 0.59% among 330,000; inhibition of aptamer binding, % at 10 µM;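 active means inhibition of aptamer binding above 40%, roughly 3 SD of noise, on plates passing a quality check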;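 further: median bead fluorescence of bound FAM aptamer so fluorescent compounds give negative values; no value below 0 was filed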
proCasp3 act: activates human procaspase-3. hit rate 0.11% among 330,000. recombinant procaspase-3 D3A, Ac-DEVD-pNA absorbance 405 nm. P42574. activation, % at 8.5 µM;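 active means activation above the mean of all tested compounds plus 3 SD, cut at about 21% in these data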;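 further: 0% = DMSO alone and 100% = DMSO wells spiked with extra 5 µM PC-3 D3A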
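System: Procaspase-3 D3A mutant. Medium: Zinc-free 300 mM NaCl, 50 mM HEPES, 0.01% Triton X-100. Schedule: 1 h preincubation plus 2 h reaction at 25 °C. Measured by: 405 nm absorbance of p-nitroaniline, reads at 0 and 120 min. Read-out: percent activation relative to control range.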
Fh CTSL1 inh: blocks F. hepatica cathepsin L1 in PFM18AAP counter-screen | hit rate 0.49% among 300,000 | inhibition, % at 5.96 µM | AID 1906 | recombinant F. hepatica cathepsin L1, Z-Leu-Arg-MCA fluorescence;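 active means inhibition above the mean of all tested compounds plus 3 SD, set per screening campaign, cut at about 17% in these data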;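 further: 0% = plate median of test compound wells and 100% = 1 µM Z-Phe-Ala-diazomethylketone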
proCasp7 act: activates human procaspase-7, counter-screen for procaspase-3 activators. P55210. recombinant procaspase-7, Ac-DEVD-pNA absorbance 405 nm; D23A/D198A/D206A triple mutant, cannot self-cleave; scale: DMSO 0, 5 µM enzyme 100. activation, % at 8.5 µM. hit rate 0.093% among 330,000. AID 463210;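 active means percent activation above the screen-wide mean plus 3 SD, cut at about 25% in these data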
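Assay system: Uncleavable procaspase-7 mutant enzyme | Input: 2 µM procaspase-7 mutant as dispensed | Timing: 1 h compound preincubation, 2 h substrate cleavage, 25 °C | Repeats: One well per compound | Control set: DMSO wells as 0%, DMSO with 5 µM added PC-7 as 100% | Technique: Epi-absorbance of released pNA at 405 nm, two timepoints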
PP1 inh: counter-screen for PP5 inhibitors: inhibitors of human PP1-alpha. P62136. inhibition, % at 6.7 µM. purified PP1alpha, OMFP fluorescence. hit rate 0.9% among 320,000;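 active means inhibition above the mean inhibition of all tested compounds plus 3 SD, computed separately for each screening campaign, cut at about 15% in these data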
* hit, by the source's call; x = no result given; & = joins results of further samples.

no.	Structure	PP5 primary	Fh CTSL1 inh	GRK2 aptamer HTS	core dimer inh	JMJD2C inh	VLA-4 inh	proCasp7 act	PP1 inh	proCasp3 act
1	CC(=O)NCCC(Cc1ccccc1)c1ccco1 (stereo not drawn)	2.1	4	2	1	-5	-16	-2	0	-9
2	Cc1nnc2n(-c3ccccc3)c(=O)c3c4c(sc3n12)CCCC4	1.2	0	0	6	-1	-1	-6	-2	8
3	CCOC(=O)c1[nH]c2c(c1C)C(=O)CC(c1ccc(OC)c(OC)c1)C2 (stereo not drawn)	2.1	-2	5	3	-17	14	-3	0	-1
4	O=C(O)c1ccc(/C=N/Nc2ncc(Cl)cc2Cl)cc1	1.6	-2	1	0	-2	-5	4	-2	11
5	CSc1cccc(NC(=S)NCCCO)c1	1.9	-7	0	-7	5	-5	-3	1	-6
6	COc1ccccc1/C=C1\SC(=S)N(CCC(=O)Nc2cc(C)on2)C1=O	0.1	2	4	-23	-5	-5	2	2	6
7	O=C(Nn1cnnc1)C1Cc2ccccc2CN1S(=O)(=O)c1ccc(F)cc1 (stereo not drawn)	0.7	-2	0	-5	9	11	10	-1	4
8	CC(C)CCOc1ccc(C(=O)NNC(=O)CNC(=O)c2ccccc2F)cc1	x	x	0	x	-9	6	-9	x	4
9	Cc1ccc(C(O)P(=O)(OC2CCCCC2)OC2CCCCC2)cc1 (stereo not drawn)	0.7	2	0	0	3	-9	1	-1	0
10	CCn1ccc(C(=O)Nc2ncc(C)s2)n1	-2.8	-4	0	-7	3	4	14	-2	4
11	CC(C)C(=O)Nc1ccc2c(c1)nc(CCN1CCN(c3ccccc3)CC1)n2C	-0.7	-4	2	-2	16	1	-4	-1	8
12	COc1ccccc1NC(=O)CC(NCCN(C)C)C(=O)O (stereo not drawn)	4.4	-2	0	-3	3	1	3	2	-11
13	c1ccc(-n2nnnc2-c2cnc(-c3ccncc3)nc2-c2cccs2)cc1	2.9	8	0	-3	-1	-6	-6	-5	2
14	O=C(NC1CCCC1)c1cc(-c2ccc(F)cc2)on1	1.6	1	0	7	-5	12	7	-1	2
15	CCn1c(SCC(=O)Nc2nc(C)c(C)s2)nnc1-c1cccnc1	0.4	1	0	-6	14	4	-2	-1	-4
16	CC1CCN(S(=O)(=O)c2ccc3ncn(CC(=O)N4CCN(C)CC4)c(=O)c3c2)CC1	0.0	-3	0	2	-5	5	4	-2	3
17	CN1C(=O)c2cccc3c(S(=O)(=O)N4CCCC4C(=O)O)ccc1c23 (stereo not drawn)	2.6	6	3	-6	5	-12	1	-3	-5
18	Cc1ccc(N2CC(C(=O)Nc3ccc(S(=O)(=O)Nc4ncccn4)cc3)CC2=O)cc1C (stereo not drawn)	2.7	1	1	1	0	-15	1	4	-9
19	COc1ccc(CNC(=O)c2cccs2)cc1	-1.1	-3	0	0	47	-1	5	8	4
20	CN(C)S(=O)(=O)c1ccc(Cl)c(C(=O)Nc2cccc3ncccc23)c1	1.3	-4	2	0	15	2	7	-1	-3
21	O=C(c1cn(-c2ccccc2)nc1-c1ccc(F)cc1)N1CCCCC1	2.1	-5	4	-4	-6	36	-15	0	-15
22	Cc1ccnc(NS(=O)(=O)c2ccc(NC(=O)C34CC5CC(CC(C5)C3)C4)cc2)n1	0.7	-3	0	5	-13	11	5	0	0
23	CCN(CC)CCOc1ccc(/C(=C(\Cl)c2ccccc2)c2ccccc2)cc1	2.9	6	0	-18	7	7	-3	18*	11
24	NC(=O)CNC(=O)[C@@H]1CC2(CC(c3ccc(Cl)cc3)=NO2)CN1C(=O)c1ccccc1 (stereo partly drawn)	0.5	3	0	-4	2	0	1	3	-2
25	CCCCCn1c(SCc2cccc(C)c2)nc2c1c(=O)[nH]c(=O)n2C	0.7	6	0	23	6&-22	18	2	6	-4

The last 3 compounds of the section above lead into the next:
no.	Structure	PP5 primary	Fh CTSL1 inh	GRK2 aptamer HTS	core dimer inh	JMJD2C inh	VLA-4 inh	proCasp7 act	PP1 inh	proCasp3 act
23	CCN(CC)CCOc1ccc(/C(=C(\Cl)c2ccccc2)c2ccccc2)cc1	2.9	6	0	-18	7	7	-3	18*	11
24	NC(=O)CNC(=O)[C@@H]1CC2(CC(c3ccc(Cl)cc3)=NO2)CN1C(=O)c1ccccc1 (stereo partly drawn)	0.5	3	0	-4	2	0	1	3	-2
25	CCCCCn1c(SCc2cccc(C)c2)nc2c1c(=O)[nH]c(=O)n2C	0.7	6	0	23	6&-22	18	2	6	-4
26	Cc1ccc2c(COC(=O)CNS(=O)(=O)c3ccccc3)cc(=O)oc2c1	x	x	1	x	5	8	6	x	7
27	O=C(NCCC1=CCCCC1)C1CCC(=O)N(Cc2ccc(Cl)cc2)C1 (stereo not drawn)	3.3	0	9	-1	6	7	3	-2	-1
28	O=C1Nc2ccccc2Nc2ccc([N+](=O)[O-])cc21	3.4	0	0	-6	14	-13	0	-1	7
29	CCC(C)(C)n1nnnc1C(c1cc2cc(OC)c(OC)cc2[nH]c1=O)N1CCc2ccccc21 (stereo not drawn)	2.6	1	0	8	-2&-15	x	2	0	3
30	COc1ccc(Cl)cc1NC(=O)C1CCCN(c2cc(C)nc3ncnn23)C1 (stereo not drawn)	-1.7	-1	1	0	9	16	-6	3	0
31	O=C(CS(=O)(=O)Cc1ccccc1)Nc1cccnc1	0.0	-1	1	1	-2	6	13	-2	-3
32	CCOC(=O)c1cc2c(C)nn(-c3ccccc3)c2s1	0.4	4	0	1	-5	-4	4	2	-5
33	CCCCSCCCNC(=O)Nc1ccc(C)c(C)c1	2.1	2	4	-4	6	12	5	1	5
34	COc1cc(-c2nnc(NC(=O)CS(=O)(=O)c3ccc(F)cc3)o2)cc(OC)c1OC	1.7	0	0	2	-7	7	3	3	4
35	COc1ccc(N2C(=O)CC(N3CCCCC3)C2=O)cc1 (stereo not drawn)	-1.4	-3	3	-3	2	0	-39	-2	-25
36	Cc1cc(Cl)ccc1NC(=O)CCC(=O)N/N=C/c1cc([N+](=O)[O-])ccc1O	3.0	5	2	0	27	2	-8	3	-3
37	O=C(CSc1nnc(-c2c[nH]c3ccccc23)o1)N(Cc1ccccc1)c1ccc(F)cc1	8.7	6	2	5	4	0	2	2	-1
38	O=C(NCc1ccc2c(c1)OCO2)c1ccc(CS(=O)(=O)c2cccc(C(F)(F)F)c2)o1	3.4	-2	1	-1	35	5	5	-1	0
39	CCn1cc(/C=C2/SC(=S)NC2=O)c(C)n1	1.2	-1	2	1	-5	16	-4	-2	2
40	O=C(NCCCCc1ccccc1)Nc1cccc(F)c1	4.2	6	23	-6	12	6	-8	2	-4
41	CCOC(=O)N1CCN(C(=O)c2ccc(Cn3c(=S)[nH]c4cc5c(cc4c3=O)OCO5)cc2)CC1	-1.9	1	0	8	-1	-5	-3	2	-7
42	Cc1csc(N(C)C(=O)CSc2nnc(COc3cccc4ccccc34)o2)n1	5.8	2	0	6	-1	5	-7	-1	-3
43	CCOc1cc(CNCCO)ccc1OCC(=O)NC(C)(C)C	0.8	-2	2	-4	-8	-1	9	1	3
44	COc1ccc(N2CCN(C(=O)c3cc(=O)c4cc(Cl)ccc4o3)CC2)cc1	2.5	-1	2	-3	-13	9	7	9	1
45	Clc1nc2ccccc2cc1/C=N/Nc1nc2ccccc2[nH]1	4.2	-1	0	-29	1	-27	10	0	5
46	O=C(Nc1ccsc1C(=O)N1CCCCCC1)c1ccccc1	0.6	-2	0	4	0	5	9	-4	3
47	O=C(NC1CCCCC1)Oc1cc2oc(=O)sc2cc1Br	-0.6	-1	1	-17	-7	19	-31	0	-20
48	COc1ccc(OCc2cc(C(=O)N3CCCC(O)C3)no2)c2ccccc12 (stereo not drawn)	2.9	-1	2	7	3	1	-2	-1	0
49	CN(CC(=O)Nc1ccccc1C(F)(F)F)C(=O)c1cc(-c2cccs2)nn1-c1ccccc1	-2.1	-1	1	7	-5	8	-6	1	1
50	CCNC(=O)Nn1c(-c2ccccc2)nc2ccccc2c1=O	0.6	-1	0	3	24	5	2	-3	-4
51	CC(C)(C)c1ccc(/C=N/NC(=S)NC2CCCCC2)cc1	-0.2	4	3	-1	11	0	-4	3	1
52	COc1ccccc1CNC(=O)CCC(=O)Nc1nnc(C)s1	0.2	3	0	8	-18	14	5	-2	6
53	O=C(O)c1ccc(Sc2ccccn2)c([N+](=O)[O-])c1	-0.7	3	0	5	-8	12	10	1	-1
54	CC(=O)N/C(=C\c1ccc(C)o1)C(=O)NCc1ccccc1	2.1	2	1	-5	1	-4	-4	3	8
55	CCCCN(CC)C(=O)c1cc2cc3ccc(Cl)cc3nc2o1	-3.1	6	0	-18	4	-2	-16	3	0
56	CC1(C)Cc2c(C#N)c(N3CCN(C(=O)c4ccccc4Cl)CC3)nc(-c3ccco3)c2CS1	3.6	-2	1	81*	0	14	-46	17*	-19
57	CCCCCCC[C@H](N)[C@H](O)C(=O)N(C)[C@@H](CCS(C)=O)C(=O)N[C@@H](Cc1ccc(O)cc1)C(=O)N[C@@H](Cc1ccc(O)cc1)C(=O)O (stereo partly drawn)	88*	-1	3	-19	19	-4	8	95*	-2
58	Cc1cc(S(=O)(=O)N2CCN=C2c2ccccc2)c(C)cc1Cl	0.5	-3	0	5	4	-14	-9	-2	1
59	COc1ccc(OC)c(C2=Nn3c(nnc3-c3cccc(OC(C)C)c3)SC2)c1	12*	4	0	6	4	0	-11	3	-11
60	CC12CCC(c3c1nc1ccccc1[n+]3[O-])C2(C)C (stereo not drawn)	-7.4	12	2	-7	-3	10	-9	2	5
61	Cc1[nH]ccc(=O)c1Oc1ncc(C(F)(F)F)cc1Cl	0.1	-1	3	-6	-2	6	-1	-2	3
62	Cc1[nH]c2ccc(F)cc2c1CCN(Cc1cccnc1)C(=S)Nc1cccc(F)c1	2.4	5	3	4	-14	2	-1	-2	-3
63	Cc1ccc(C)c(S(=O)(=O)N2CCN(C(=O)CCNC(=O)c3ccc(Br)cc3)CC2)c1	1.0	-3	3	1	-4	15	16	-5	11
64	COc1ccc(-n2c(=O)c3ccccc3n(CC(=O)NCC3CCCO3)c2=O)cc1 (stereo not drawn)	-0.5	1	1	-12	5	-3	-2	-1	8
65	COc1cccc(C(=O)NC(=S)Nn2cnnc2)c1OC	-0.7	1	1	-3	26	4	-23	-3	-9
66	COc1nc(OC)nc(N2CCC(C(=O)Nc3cccc4c3CCCC4)CC2)n1	3.6	-3	3	5	3	-9	-2	-4	4
67	COc1ccccc1OCc1nn[nH]n1	0.2	-2	3	1	-22	19	1	0	4
68	CCOC(=O)N1CCN(C(=O)c2oc(=O)c3ccccc3c2-c2ccc(C)cc2)CC1	2.8	1	0	5	1	3	-6	-5	-1

High-throughput results deposited in PubChem by several laboratories.
